S1P4 antagonist – human S1P4 receptor antagonism | O95977 | S1P4-expressing cells, antagonist mode, reporter read-out | inhibition, % at 4.98 µM | actives 0.26% (n = 220,000); in the data active = inhibition above about 29%;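 also: 0% = wells stimulated with agonist and 100% = vehicle wells without agonist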
Target sequence (O95977 whole entry, looked up): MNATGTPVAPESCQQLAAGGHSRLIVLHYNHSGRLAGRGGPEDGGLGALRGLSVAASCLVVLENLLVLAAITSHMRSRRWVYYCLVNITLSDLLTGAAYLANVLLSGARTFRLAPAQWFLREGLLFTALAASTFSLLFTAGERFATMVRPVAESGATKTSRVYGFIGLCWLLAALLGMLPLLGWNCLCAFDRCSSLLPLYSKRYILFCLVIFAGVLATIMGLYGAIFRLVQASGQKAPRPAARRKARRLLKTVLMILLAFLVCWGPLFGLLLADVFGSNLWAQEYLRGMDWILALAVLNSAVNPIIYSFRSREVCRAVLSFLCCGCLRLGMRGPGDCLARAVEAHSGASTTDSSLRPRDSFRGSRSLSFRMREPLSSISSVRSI
S1P4 ag – human S1P4 receptor agonism. S1P4-expressing cell line, agonist reporter assay. activation, % at 4.98 µM. actives 0.35% (n = 220,000). AID 1509; in the data active = activation above about 11%;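 also: 0% = DMSO vehicle and 100% = reference agonist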
EP2 mod – modulators of human EP2 prostaglandin E2 receptor. P43116. EP2-expressing cells, cAMP HTRF FRET, PGE2 co-stimulation. induction, % at 25 µM. actives 0.83% (n = 260,000);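 active = compounds whose cAMP rise, as percent of the full-agonist control response, exceeds 60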;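 also: rat C6 glioma line stably carrying human EP2 under a CMV promoter; the protocol text gives 20 µM as final concentration; 100% = response of wells given 1 µM PGE2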
NPY-Y1 PAM-ag – potentiates or activates human NPY-Y1 receptor; P25929; NPY-Y1 expressing cells, potentiator/agonist activation; activation, % at 3.6 µM; actives 0.37% (n = 220,000); AID 1304; in the data active = activation above about 33%, passing the limit was not always enough;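 also: cells stimulated with NPY at EC10 then isoproterenol at EC100; 0% = low agonist plus stimulus and 100% = saturating agonist plus stimulus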
zfTRPN1 agonist – activates the zebrafish TRPN1 channel; HEK293 zebrafish TRPN1-YFP, Fluo-8 calcium fluorescence; 100% = response to 87 µM carbachol; activation, % at 3 µM; actives 0.18% (n = 220,000); AID 1424;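 active = activation above its plate's cutoff, the mean activation of test wells on that plate plus 3 SD, cut at about 19% in these data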;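 also: 0% = DMSO alone and 100% = 87 µM carbachol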
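Material – zebrafish TRPN1-YFP in HEK293 cells · Doses – 3 µM single point · Schedule – dye 1 h 37 °C plus 30 min RT · Signal – Fluo-8 calcium fluorescence, excitation 470-495 nm, emission 515-575 nm · Read-out – % activation versus carbachol response · Control set – carbachol high, DMSO low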
NPY-Y1 antag – antagonists of human neuropeptide Y receptor Y1; AID 1040; actives 1% (n = 200,000); inhibition, % at 3.6 µM; HEK293-CNG Y1 cells, membrane potential fluorescence; NPY at EC95, then isoproterenol; P25929;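 active = inhibition above the campaign mean inhibition of all tested compounds plus 3 SD, cut at about 20% in these data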;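 also: 0% = DMSO wells given NPY plus isoproterenol and 100% = isoproterenol alone without NPY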
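Material: HEK293 cells with Y1 receptor plus CNG channel; times: compound incubation 1 h at room temperature, readout 45 min post-stimulation; signal: fluorescence, membrane potential probe; read-out basis: fluorescence ratio normalized to % inhibition between controls; benchmarks: full-block control isoproterenol-only wells, zero-block control NPY plus isoproterenol wells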
NPY2 pot ag – potentiates or activates human NPY-Y2 receptor | actives 0.45% (n = 220,000) | activation, % at 3.6 µM | cells expressing NPY-Y2, potentiator/agonist read-out; in the data active = activation above about 27%;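 also: cells stimulated with NPY near EC25 plus isoproterenol at EC100; 0% = vehicle plus submaximal agonist and 100% = vehicle plus saturating agonist; some results beyond the cut were filed as inactive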
TRPML3 agonist – agonists of human TRPML3 channel | Q8TDD5 | HEK293 TRPML3-YFP, Fluo-8 calcium fluorescence; 100% = the carbachol control signal | activation, % at 3 µM | actives 0.29% (n = 220,000) | AID 1448;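 active = activation above its plate's cutoff, the mean activation of the plate's test wells plus 3 SD, cut at about 12% in these data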;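 also: 0% = DMSO only wells and 100% = carbachol wells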
Target sequence (Q8TDD5 whole entry, looked up): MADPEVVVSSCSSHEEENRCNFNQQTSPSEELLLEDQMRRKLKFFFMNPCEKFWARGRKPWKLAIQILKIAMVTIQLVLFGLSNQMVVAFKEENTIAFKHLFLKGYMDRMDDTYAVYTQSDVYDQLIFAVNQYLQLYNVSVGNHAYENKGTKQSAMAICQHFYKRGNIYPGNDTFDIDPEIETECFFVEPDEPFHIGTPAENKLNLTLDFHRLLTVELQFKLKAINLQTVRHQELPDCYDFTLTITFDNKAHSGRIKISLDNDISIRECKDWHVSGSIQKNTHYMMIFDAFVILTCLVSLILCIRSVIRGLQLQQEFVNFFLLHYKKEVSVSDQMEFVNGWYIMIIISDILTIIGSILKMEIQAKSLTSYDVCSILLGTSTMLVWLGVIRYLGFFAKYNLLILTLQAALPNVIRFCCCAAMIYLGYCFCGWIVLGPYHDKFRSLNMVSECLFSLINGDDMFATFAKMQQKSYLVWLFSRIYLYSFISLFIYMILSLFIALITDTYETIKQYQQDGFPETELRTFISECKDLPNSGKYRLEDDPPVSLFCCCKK
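Test system: HEK293 cells stably carrying human TRPML3-YFP; Doses: single dose, 3 µM final nominal compound, 0.3% DMSO final; Schedule: dye loading 1 h 37 °C then 30 min ambient, 125 s read; Technique: Fluo-8 calcium fluorescence; Benchmarks: high control carbachol 87 µM, low control DMSO.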
CHOP inhibitor – blocks CHOP induction under ER stress. actives 3.8% (n = 220,000). CHO-K1 CHOP-promoter luciferase, tunicamycin-induced, 15-18 h. inhibition, % at 10 µM;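 active = compounds that reduced the stress-induced luciferase reporter signal by more than about 70% of percent inhibition, limit read from the data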;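 also: 0% = tunicamycin plus vehicle and 100% = wells without tunicamycin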
Numbers without * were called inactive; . = not tested or not shown.

SMILES	S1P4 antagonist	S1P4 ag	EP2 mod	NPY-Y1 PAM-ag	zfTRPN1 agonist	NPY-Y1 antag	NPY2 pot ag	TRPML3 agonist	CHOP inhibitor
COc1cc(NC(=O)CN2CCN(S(=O)(=O)c3ccc(C(C)C)cc3)CC2)cc(OC)c1	-8.1	-0.9	-7.6	6.0	-0.8	-6.4	4.3	-0.3	32.3
COc1ccc2c(c1)c1c3n2CCN(C)C3=NCC1	-6.6	-0.8	7.6	-11.8	0.9	2.9	2.3	0.4	24.9
CC(C)=C1C2CCC1C1C(=O)N(NC(=O)c3ccco3)C(=O)C21 (stereo not drawn)	0.5	0.7	27.8	2.6	2.6	-1.4	11.6	1.0	4.4
O=C(Nc1nnc(SCc2ccc(F)cc2)s1)C1Cc2ccccc2CN1C(=O)c1ccco1 (stereo not drawn)	-10.9	-1.4	51.4	17.0	1.2	3.9	3.4	0.3	27.1
O=C(CN(C(=O)c1ccccc1Cl)C1CCCCC1)Nc1ccc(Cl)c([N+](=O)[O-])c1	-15.1	-2.9	-26.4	-35.9	0.4	9.0	3.8	-0.1	28.4
NC(=NC1CCCCC1)c1ccc([N+](=O)[O-])cc1	1.6	-1.2	12.2	-9.7	-0.1	-0.6	-1.1	0.5	6.5
CC1(C)C(=O)Nc2ccccc2N1C(=O)COc1ncnc2c(Cl)cc(Cl)cc12	0.6	0.3	-11.3	-7.9	0.7	0.6	0.8	0.5	5.8
COC(=O)CNS(=O)(=O)c1ccc(OC)cc1	-7.2	-0.2	8.9	-3.4	0.9	0.9	-2.6	0.2	3.6
CCN(CC(=O)Nc1cccc(OC)c1)CC(=O)Nc1ccc(C)cc1Cl	-16.9	1.8	-56.5	-15.2	-1.1	2.7	0.3	0.1	24.7
Cc1c(N2C(=O)/C(=C\c3ccccc3O)SC2=S)c(=O)n(-c2ccccc2)n1C	1.9	0.8	-22.8	-44.6	2.5	.	-6.2	0.6	1.3
Cc1nc(Nc2ccc(C(=O)O)cc2)sc1-c1ccccc1	-12.7	2.3	-54.0	2.4	-0.4	5.8	-6.6	-0.7	44.8
CN(Cc1ncc[nH]1)Cc1cn(-c2ccccc2)nc1-c1ccc2c(c1)OCO2	-9.9	2.0	18.6	3.9	0.3	.	-6.2	0.2	2.7
Cc1ccsc1C(=O)OCC(=O)NCCC1=CCCCC1	-7.1	0.2	21.8	-22.4	0.9	7.3	-7.6	-0.6	-12.3
OCCC1CN(Cc2ccc(Oc3ncccn3)cc2)CCN1Cc1ccc(F)c(F)c1 (stereo not drawn)	4.0	1.1	3.4	12.4	2.5	.	-6.5	0.7	-14.2
O/N=C1\CC2(Cc3nonc31)OCCO2	-8.3	-0.1	15.0	-12.3	2.8	2.1	7.0	1.2	0.8
COCCN1C(=O)c2ccc(C(=O)NCc3cccnc3)cc2C1=O	-9.8	0.1	17.4	4.5	-0.9	-1.5	-1.4	1.3	-1.2
Cc1cccc(OC(=O)c2cncc(Br)c2)c1	-2.1	1.8	13.2	-6.7	1.4	-1.8	-3.9	0.6	15.7
O=C(O)C1CCCN1S(=O)(=O)c1cccc2nsnc12 (stereo not drawn)	-6.8	1.1	-0.8	-11.7	1.5	5.0	10.7	0.2	-23.1
Fc1ccccc1Nc1nc2c(s1)CCc1ccccc1-2	-10.1	0.8	79.2*	2.5	0.0	8.7	3.6	1.0	70.8*
COc1ccc(C(=O)Cc2cc(OC)c(OC)cc2C(=O)c2ccccc2F)cc1OC	-0.2	1.7	29.2	-10.4	-0.6	11.4	-2.3	0.4	26.6
CCOC(=O)N1CCN(C(=O)CSc2ccc(-c3ccc(OC)cc3)nn2)CC1	9.1	0.2	-6.8	4.4	-0.2	1.7	7.8	0.5	4.6
COc1ccc(N(CC(=O)Nc2cc(C)ccc2C)S(=O)(=O)c2c(C)nn(C)c2C)cc1	4.4	-1.8	-9.7	12.8	0.1	-3.8	18.5	-0.1	-4.5
CCCOCC1CC2(CC(C)(c3csc(N)n3)OC2=O)C(=O)O1 (stereo not drawn)	-5.9	-0.8	29.6	-7.8	2.2	-5.7	7.1	1.0	17.7
Cc1cccc(N2C(=O)CS/C2=N\NC(=O)c2ccc(Cl)cc2)c1C	3.5	0.6	11.5	-2.4	0.2	-2.9	-8.2	0.4	17.0
O=C(CSCc1ccccc1)N=Nc1c(O)[nH]c2ccccc12	-16.6	2.0	-6.6	-12.8	-1.4	-0.8	9.2	-0.7	22.4
Cc1cc(NC(=O)COC(=O)c2ccc(F)c(S(=O)(=O)N3CCOCC3)c2)no1	-2.9	-0.6	8.2	11.9	0.2	-1.9	7.7	0.6	11.1
Cc1ccc(CSc2nnc(CS(=O)Cc3ccc(Cl)cc3Cl)n2C)cc1 (stereo not drawn)	13.7	-2.4	-25.1	-14.9	0.2	1.4	-9.2	0.1	60.9
Cc1sc2ncnc(N3CCOCC3)c2c1C	-1.6	1.5	3.0	16.6	0.8	6.2	-3.4	1.0	15.2
O=C(NC1CCCC1)C(c1ccncc1)N(CC1CCCO1)C(=O)Cn1nnc(-c2cccs2)n1 (stereo not drawn)	-12.5	0.5	26.2	8.9	0.2	8.0	-1.3	-0.2	20.2
C#CC[N+](C)(C)CC#Cc1ccc(C)cc1	-20.7	0.1	8.0	-6.2	0.1	1.3	-6.9	0.7	-4.4

Entries of single compounds as entered above. Values in the order: S1P4 antagonist	S1P4 ag	EP2 mod	NPY-Y1 PAM-ag	zfTRPN1 agonist	NPY-Y1 antag	NPY2 pot ag	TRPML3 agonist	CHOP inhibitor
CCOC(=O)N1CCN(C(=O)CSc2ccc(-c3ccc(OC)cc3)nn2)CC1 reads 9.1	0.2	-6.8	4.4	-0.2	1.7	7.8	0.5	4.6
C#CC[N+](C)(C)CC#Cc1ccc(C)cc1 reads -20.7	0.1	8.0	-6.2	0.1	1.3	-6.9	0.7	-4.4
Cc1cc(NC(=O)COC(=O)c2ccc(F)c(S(=O)(=O)N3CCOCC3)c2)no1 reads -2.9	-0.6	8.2	11.9	0.2	-1.9	7.7	0.6	11.1
CCCOCC1CC2(CC(C)(c3csc(N)n3)OC2=O)C(=O)O1 (stereo not drawn) reads -5.9	-0.8	29.6	-7.8	2.2	-5.7	7.1	1.0	17.7
Cc1sc2ncnc(N3CCOCC3)c2c1C reads -1.6	1.5	3.0	16.6	0.8	6.2	-3.4	1.0	15.2

New compounds follow
SMILES	S1P4 antagonist	S1P4 ag	EP2 mod	NPY-Y1 PAM-ag	zfTRPN1 agonist	NPY-Y1 antag	NPY2 pot ag	TRPML3 agonist	CHOP inhibitor
C1CC(CN2CCOCC2)CN(c2nc3nonc3nc2N2CCSCC2)C1 (stereo not drawn)	10.2	0.9	-2.6	0.6	-0.1	9.9	-9.4	0.9	17.1
CCOc1ccc2[nH]c(C)c(CN3CCN(C)CC3)c(=O)c2c1	-11.6	-1.6	-4.8	15.3	0.9	7.3	-2.4	0.3	5.1
Cc1cc(C)n(-c2ccc(F)cc2CN2CCN(C3CCCC3)C(CCO)C2)n1 (stereo not drawn)	10.2	0.7	12.9	17.0	-0.6	20.2*	-9.6	0.6	5.8
Cn1c(=O)c2c(ncn2CCNC2=NCCCCC2)n(C)c1=O	3.8	-1.3	2.6	11.3	1.5	3.3	-8.9	0.9	5.1
CCOC(=O)C(NC(=O)CC(C)C)(Nc1cc(C)on1)C(F)(F)F (stereo not drawn)	3.3	0.6	-7.1	13.4	-0.5	-3.0	5.7	-0.6	31.2
OCCN(Cc1ccccc1)Cc1ccc(Cl)cc1	-12.4	3.0	12.8	8.8	-0.7	-0.1	0.6	0.5	25.4
Cc1nn(C)c(C)c1S(=O)(=O)N1CCC(C(=O)NC(C)c2ccccc2)CC1 (stereo not drawn)	4.5	-1.2	-2.1	2.7	-0.3	3.6	-18.4	0.2	12.0
CCOC(=O)Cn1nc(/C=C/c2ccc(C(C)C)cc2)ccc1=O	-28.0	4.4	-20.9	-9.2	-0.1	11.3	-7.9	-0.1	59.2
COc1ccc(-c2nn(-c3ccccc3)cc2CNCc2cccnc2)c(F)c1	4.8	-0.3	46.6	8.2	-0.6	9.0	-17.3	0.2	7.0
Cc1ccc(OCC(=O)N/N=C/c2ccncc2)cc1C	-1.2	0.5	-16.3	28.2	1.9	.	17.6	0.2	14.2
CN1CCN(/C(=N\S(=O)(=O)c2ccc(F)cc2)c2ccccc2)CC1	-7.2	0.8	22.3	-0.4	0.5	-2.9	7.4	1.0	-11.8
Cc1ccsc1C1Nc2ccccc2C(=O)N1O (stereo not drawn)	-17.7	-0.4	-5.5	-3.5	0.3	0.3	6.6	0.3	9.9
CCCn1c2c(c(=N)c3c1CCC3)CCCC2	-4.7	1.4	-5.9	5.2	0.4	4.9	-5.3	1.1	-21.1
COc1ccccc1C(=O)Nc1ccc2nc(SCC(=O)N(C)C)sc2c1	-7.3	0.9	-28.4	-22.7	3.1	6.5	-0.7	0.7	2.5
Cc1ccc(NCN2C(=O)C(=O)c3ccccc32)nc1	-8.1	3.1	20.7	18.8	-0.7	10.0	12.1	0.4	34.5
O=C1C(C=Nc2ccc(F)cc2)=C(O)c2ccccc21	-32.4	1.9	-6.2	-2.2	0.1	4.7	4.4	0.9	46.0
COc1cccc(CC2(CO)CCN(Cc3cnc(N4CCOCC4)s3)CC2)c1	-12.6	0.2	7.4	-0.3	2.8	-2.2	-17.9	2.2	27.4
O=C(COc1cccnc1[N+](=O)[O-])Nc1ccccc1Sc1ccccc1	-8.7	4.7	42.9	11.1	-1.5	1.2	2.6	0.3	26.9
O=C(NCCN1CCc2ccccc2C1)C1CC(=O)N(C2CCCC2)C1 (stereo not drawn)	-5.6	-1.7	27.9	1.4	1.1	9.4	-0.4	0.2	88.6*
Cc1nn(-c2ccccc2)c(Cl)c1/C=N/Nc1nc2ccccc2n1C	3.4	0.9	8.8	-32.2	-1.4	4.6	-0.2	-1.3	13.6
Cc1nc2sc(C(N)=O)c(N)c2c(C)c1CC(=O)c1ccccc1	2.0	2.1	-93.2	8.5	-1.1	1.1	14.9	0.2	15.3
COc1ccc(C(=O)C(C)OC(=O)c2cccc(S(=O)(=O)Nc3cc(Cl)c(OC)cc3OC)c2)cc1 (stereo not drawn)	-26.5	-1.9	-21.4	-19.4	-0.1	0.1	6.0	-0.1	65.8
